# CHT inh: inhibitors of human choline transporter CHT; AID 488975, 2010; CHT-expressing cells, membrane potential dye, choline response; hits give low values; High affinity choline transporter 1 (Homo sapiens), Q9GZV3; B-score at 10 µM; hit rate 0.86% among 310,000;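 active means B-score over 3 SD under the library average, and starting fluorescence ratio not unusually high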;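 further: choline stimulus applied at its EC90 after an EC20 pre-addition; B-score computed on integrated fluorescence ratio after choline addition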
# Target sequence (Q9GZV3 whole entry, looked up): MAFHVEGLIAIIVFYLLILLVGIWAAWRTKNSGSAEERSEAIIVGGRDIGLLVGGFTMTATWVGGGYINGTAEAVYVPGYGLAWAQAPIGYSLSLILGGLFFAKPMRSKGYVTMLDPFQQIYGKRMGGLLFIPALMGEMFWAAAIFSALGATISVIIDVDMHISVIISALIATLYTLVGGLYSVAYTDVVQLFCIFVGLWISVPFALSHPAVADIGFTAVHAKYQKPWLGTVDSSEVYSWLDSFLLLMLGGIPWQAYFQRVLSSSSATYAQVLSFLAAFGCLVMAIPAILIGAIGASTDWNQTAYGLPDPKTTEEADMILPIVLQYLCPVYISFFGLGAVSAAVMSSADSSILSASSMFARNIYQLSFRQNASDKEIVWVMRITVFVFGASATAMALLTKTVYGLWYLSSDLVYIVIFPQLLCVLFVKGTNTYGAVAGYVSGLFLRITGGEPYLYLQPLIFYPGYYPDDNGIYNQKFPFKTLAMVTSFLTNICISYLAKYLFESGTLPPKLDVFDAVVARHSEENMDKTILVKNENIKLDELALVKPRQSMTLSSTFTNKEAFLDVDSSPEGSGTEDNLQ
# CHT allo act: CHT positive allosteric modulators, primary screen, cell-based, membrane potential dye, choline EC20; CHT-expressing cells; hits give high values; LV-AA mutant CHT in HEK293 cells; B-score at 10 µM; hit rate 0.49% among 310,000;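 active means initial fluorescence not abnormally high and integrated response B-score, plate-corrected, over 3 SD above library mean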
# An asterisk follows results filed as active; i = inactive.
SMILES,CHT inh,CHT allo act
COc1ccc(-n2ncc3c(N(C)C4CCCCC4)ncnc32)cc1,i,i
CN(C)S(=O)(=O)Nc1ccc2c(c1)Cc1ccccc1-2,i,i
O=C(/C=C/c1cc([N+](=O)[O-])ccc1OC(F)F)NCc1ccc(F)cc1,i,i
Cc1ccc(C(=O)N2CCOCC2)cc1S(=O)(=O)N1CCCCC1,i,i
COc1ccccc1NC(=O)CSc1nnc(CC(=O)Nc2ccccc2C)n1C,i,i
CC(C)=CC(=O)Nc1ccc(Cl)cc1,i,i
CC(C)N(C(=O)Cn1c(-c2ccccc2Cl)nc2ccccc21)c1ccccc1,i,i
COCCCN1CC(=O)N2C(c3ccc(OC)c(OC)c3)c3[nH]c4ccccc4c3C[C@H]2C1=O (some centres undefined),i,i
COc1ccc(N2C(=O)/C(=C\c3ccco3)N=C2SCC(=O)NC(C)(C)C)cc1Cl,i,i
CSc1ccccc1Sc1cc(C(=O)O)c2ccccc2n1,i,i
Nc1nc(Cl)nc(N(c2ccccc2)c2ccccc2)n1,i,i
Cn1c(C(=O)O)ccc1S(=O)(=O)N(Cc1ccccc1)Cc1ccccc1,i,i
Cc1ccc(C(=O)Nc2cccc(-c3cnc4ccccc4n3)c2)cc1,i,i
Cc1nn(Cc2c(Cl)cccc2Cl)c(C)c1N,i,i
CC1CN(CC(=O)Nc2ccc(Br)cn2)CC(C)O1 (centres undefined),i,i
CC1=CC(=C(C#N)C#N)C=C(C)N1CCN1CCN(C(=O)Nc2ccc(Cl)c(Cl)c2)CC1,i,i
CCOc1ccc(Cc2nnc(SCC(N)=O)n2C)cc1,i,i
CCn1ncc(Cl)c1C(=O)NC(=S)Nc1ccccc1Br,i,i
COc1ccc(/C=C/C(=O)Nc2ccc(N3CCOCC3)cc2)cc1,i,i
CCOC(=O)CN1N=C(c2ccc(Cl)cc2)CCC1=O,i,i
CC(=O)Nc1ccccc1NC(=O)c1cccc2ccccc12,i,i
Cc1c(/C=C2\SC(=O)N(CC(=O)Nc3ccc4c(c3)OCO4)C2=O)c2ccccc2n1C,i,i
O=C(O)C(=O)Cc1c[nH]c2ccccc12,i,i
O=C(c1c(F)cccc1F)N(C1CCCCC1)C1CCCCC1,i,i
O=C(OCC(F)(F)C(F)F)c1ccccc1C(=O)Oc1ccc(F)cc1F,i,i
CCCn1c(SCC(=O)NC(C)C23CC4CC(CC(C4)C2)C3)n[nH]c1=O (centres undefined),i,i
CC(Sc1nc2cc(Cl)ccc2s1)C(=O)Nc1ccc2c(c1)OCO2 (centres undefined),i,i
c1ccc(-c2c[n+]3c(n2-c2ccccc2)CCC3)cc1,i,i
CSc1cccc(NC(=O)C2CCCN2S(=O)(=O)c2ccc(Br)s2)c1 (centres undefined),i,i
Cn1nc(C(F)(F)F)c(-c2ccc(Br)cc2)c1NC(=O)CSCC(=O)O,i,i
C=CCc1cc(C(=O)N2CCCCC2)ccc1O,i,i
Cc1ccccc1OCCn1ccnc1,i,i
CCOc1ccc(N(CC(=O)NC2CCCCC2)S(=O)(=O)c2ccc(C)cc2)cc1,i,i
COc1cc(CN2CCN(c3cccc(C)c3C)CC2)cc(OC)c1O,i,i
CNCC[C@H](Oc1cccc2ccccc12)c1cccs1,i,i
Cc1ccc(C(=O)Cn2cccn2)cc1,i,i
O=C(CSc1nc2c([nH]c3ccccc32)c(=O)n1-c1ccccc1F)NCC1CCCO1 (centres undefined),i,i
CCOc1ccc(NC(=O)CSc2nc(=O)n(Cc3cccnc3)c3c2CCC3)cc1,i,i
CN(C(=O)c1cccs1)c1ccccc1C(=O)O,i,i
COc1cc(OC)c(-c2sc(Nc3ccccc3)n[n+]2-c2ccc(F)cc2)cc1OC,i,i
CCOC(=O)C(C)Oc1ccc2c(CC)cc(=O)oc2c1C (centres undefined),i,i
Cc1cc(N2CCN(C3CCCC3)CC2)n2c(nc3ccccc32)c1C#N,i,7.1*
COc1ccc(CC(NC(C)=O)C(=O)NC2CCN(S(=O)(=O)c3ccccc3)CC2)cc1OC (centres undefined),i,i
C/C(=N\OC(=O)c1ccc(C)cc1)c1c(C)nc2cc(C)ccn12,i,i
Cn1cc(C(c2ccccn2)c2cn(C)c3ccccc23)c2ccccc21,i,i
COc1cccc2c(O)cc(=O)n(C)c12,i,i
CC(=O)c1cccc(N(C(=O)c2ccco2)C(C(=O)NC2CCCC2)c2ccccc2F)c1 (centres undefined),i,i
Cc1cc(C(F)(F)F)n2nc(-c3sccc3-n3cccc3)cc2n1,i,i
CCOc1ccc(-n2cc(C(=O)Nc3cccc(C)n3)c3cc(OC)c(OC)cc3c2=O)cc1,i,i
N#C/C(=C/c1ccc(-c2ccc(S(N)(=O)=O)cc2)o1)C(=O)Nc1ccccc1,i,i
COc1ccc(S(=O)(=O)N2CCN(c3cc(-c4ccccc4)nc4ncnn34)CC2)cc1,i,i
CCCc1nnc(NC(=O)c2c(O)c3c([nH]c2=O)CCCC3)s1,i,i
CCCNC(=O)Cc1c(C)n(C(=O)c2ccc(Cl)cc2)c2ccc(OC)cc12,i,i
Cc1coc2c1c(C)cc1oc(=O)c(CC(=O)NCC(=O)NCC(=O)O)c(C)c12,i,i
O=C(C1CC(c2ccccc2O)=NO1)N1CCCCC1 (centres undefined),i,i
O=C(CCc1nnc2n(Cc3ccc(Cl)cc3)c(=O)c3ccccc3n12)N1CCN(c2ccccn2)CC1,i,i
Cc1cccc(-c2nc3c(c(SCC(=O)N(C)C)n2)CCCC3)c1,i,i
O=C(Nc1nc2ccccc2s1)NC1CCCCC1,i,i
O=C1C(NS(=O)(=O)c2cccs2)=C(N2CCN(c3cccc(Cl)c3)CC2)C(=O)c2ccccc21,i,i
CC(=O)c1ccc(OCC(O)CN2CCN(c3ccccn3)CC2)cc1 (centres undefined),i,i

# (next part)
SMILES,CHT inh,CHT allo act
CCOC(=O)c1c(NC(=O)CSc2nnc(-c3c[nH]c4ccccc34)n2CCOC)sc2c1CCCCC2,i,i
S=c1[nH]nc(Nc2cccc(Cl)c2)s1,i,i
CCN(CC)CC(=O)N1c2ccccc2CCc2ccc(NC(=O)c3cc(OC)c(OC)c(OC)c3)cc21,i,i
CS(=O)(=O)c1ncc(CO)n1Cc1ccccc1,i,i
CCN(CC)S(=O)(=O)c1cccc(NC(=O)COc2ccc(C#N)cc2OC)c1,i,i
CCn1cnc2sc(C(=O)N3CCN(Cc4ccc5c(c4)OCO5)CC3)c(C)c2c1=O,i,i
COc1cc(C(c2sc3nc(C)nn3c2O)N2CCN(c3ccccc3)CC2)cc(OC)c1OC (centres undefined),i,i
O=C(Nc1ncnc2sc3c(c12)CCC3)c1ccco1,i,i
CC1(C)CC(=O)C(N=Nc2ccc3ncsc3c2)=C(O)C1,i,i
CN(C)C(=O)c1cc(C(=O)c2ccc(Cl)cc2Cl)c[nH]1,i,i
CCCCNC(=O)N1CCN(c2ccnc3cc(Cl)ccc23)CC1,i,i
CN1CCN(c2nc3c(c(=O)n(C)c(=O)n3C)n2Cc2ccccc2F)CC1,i,i
S=C(NC1CC1)N1CCN(C(=S)NC2CC2)CC1,i,i
CCCCOC(=O)Nc1nnc(CCc2ccccc2)s1,i,i
O=C(O)C[C@H]1c2cc(C(F)(F)F)ccc2S(=O)(=O)N1C1CCCC1,i,i
O=C(Nc1cccc(S(=O)(=O)N2CCCC2)c1)c1ccc2c(c1)OCO2,i,i
CNC(=S)Nc1cc(S(=O)(=O)Nc2cc(Cl)ccc2Cl)ccc1N1CCCC1,i,i
CC(=O)NCCNC(=O)CCNC(=O)c1ccc(Cl)cc1,i,i
S=C1NCCNC(=S)NCCOCCN1,i,i
O=[N+]([O-])c1cccc(CN2[C@@H](Cc3ccccc3)COCCS2(=O)=O)c1,i,i
CCOC(=O)c1sc(NC(=O)CN2CCN(c3ccccc3)CC2)nc1C,i,i
CCc1ccccc1N(CC(=O)NC1CCCC1)C(=O)CNC(=O)c1cccs1,i,i
Cc1cccc(NC(=O)N(Cc2cc3cc(C)cc(C)c3[nH]c2=O)CC2COCCO2)c1 (centres undefined),i,i
CC(=O)NC1(c2nnnn2CCOC(=O)Nc2ccc(Cl)cc2)CCCC1,i,i
CC(c1ccccc1)c1nnc(NC(=O)c2ccc3c(c2)OCO3)s1 (centres undefined),i,i
Cc1ccc(NC(=O)C(Nc2cccc(C)c2)c2ccccc2)cc1 (centres undefined),i,i
COc1ccc2c(c1)c(CC(=O)Nc1ccc(C(C)=O)cc1)c(C)n2C(=O)c1ccc(Cl)cc1,i,i
CCOc1cccc(-c2nn(-c3ccccc3)cc2/C=C(/C#N)C(=O)NCCCn2ccnc2)c1,-9.2*,i
CCOP(=O)(c1ccccc1)c1nc(-c2ccccc2Cl)oc1N1CCCCC1 (centres undefined),i,i
COc1cc(OC)c(OC)cc1NC(=O)CC1COc2ccccc2O1 (centres undefined),i,i
COc1ccc(S(=O)(=O)n2cccc2)cc1OC,i,i
CN(CC(=O)Nc1ccc(Cl)c(S(=O)(=O)N(C)C)c1)Cc1ccccc1,i,i
COc1ccc(C(=O)NCC(=O)OCC(=O)Nc2cc([N+](=O)[O-])ccc2F)cc1,i,i
Cc1ccc(-c2ccc(=O)n(CCC(=O)NCc3ccccn3)n2)cc1,i,i
COc1ccc(CNc2nc3ccccc3n2Cc2ccc(C)cc2)cc1OC,i,i
COc1ccc(C(=O)Nc2ccc(S(=O)(=O)NC(C)=O)cc2)cc1,i,i
CCCc1cc(-c2nc(-c3ccc(Cl)cc3)cs2)ccn1,i,i
O=C(NCc1ccccc1)c1cc(=O)c2ccccc2o1,i,i
Cc1ccc(N2CC(C(=O)N3CCN(C(=O)c4ccco4)CC3)CC2=O)cc1 (centres undefined),i,i
CC(C)(C)OC(=O)N1CCN(C(=O)c2cccnc2Cl)CC1,i,i

# Looked up by structure from the list above, 6 records:
SMILES,CHT inh,CHT allo act
CCc1ccccc1N(CC(=O)NC1CCCC1)C(=O)CNC(=O)c1cccs1,i,i
O=C(NCc1ccccc1)c1cc(=O)c2ccccc2o1,i,i
Cc1ccc(-c2ccc(=O)n(CCC(=O)NCc3ccccn3)n2)cc1,i,i
COc1ccc(S(=O)(=O)n2cccc2)cc1OC,i,i
CCOc1cccc(-c2nn(-c3ccccc3)cc2/C=C(/C#N)C(=O)NCCCn2ccnc2)c1,-9.2*,i
CC(c1ccccc1)c1nnc(NC(=O)c2ccc3c(c2)OCO3)s1 (centres undefined),i,i

# 4 entries from above, arranged by count of non-hydrogen atoms, low to high.
SMILES,CHT inh,CHT allo act
CCCc1cc(-c2nc(-c3ccc(Cl)cc3)cs2)ccn1,i,i
Cc1ccc(NC(=O)C(Nc2cccc(C)c2)c2ccccc2)cc1 (centres undefined),i,i
COc1cc(OC)c(OC)cc1NC(=O)CC1COc2ccccc2O1 (centres undefined),i,i
CCOP(=O)(c1ccccc1)c1nc(-c2ccccc2Cl)oc1N1CCCCC1 (centres undefined),i,i

# Following part
SMILES,CHT inh,CHT allo act
CCOC(=O)C1CCCN(CC(=O)Nc2nc(-c3ccccc3)cs2)C1 (centres undefined),i,i
CCC(=O)Oc1ccc2c(C)cc(=O)oc2c1C(=O)CC,i,i
Cc1ccc(C(=O)Oc2ccccc2N2CCOCC2)cc1,i,i
N#C/C(=C\c1cn[nH]c1-c1ccc(Cl)cc1)C(=O)NC1CC1,i,i
COc1ccccc1C(c1nnnn1Cc1ccccc1)N1CCN(c2nc3ccccc3s2)CC1 (centres undefined),i,i
CCN1CCN(C(=O)c2cc(COc3ccc4ncccc4c3)on2)CC1,i,i
O=C(CN1CCC(NC(=O)Cc2ccccc2)CC1)Nc1ccccc1Br,i,i
C=CCNC(=O)C1CC2Cn3c(nc4cc(Cl)c(Cl)cc43)C2N1C (centres undefined),i,i
CC(=O)Nc1ccc(Nc2c3ccccc3nc3ccccc23)cc1,i,i
CCN(CC(=O)Nc1ccc2c(c1)OCCO2)c1ccc(S(=O)(=O)N2CCOCC2)cn1,i,i
COc1cc(-c2nnc(SCC(=O)N3CCOCC3)o2)cc(OC)c1OC,i,i
CC(C)CC(=O)N1CCC(N(CCc2ccccc2)Cc2ccccc2)CC1,i,i
O=C(Nc1ccccc1F)c1ccc(OCc2ccccc2)cc1,i,i
COc1ccccc1C(=O)NNC(=O)C(=O)Nc1ccc(C)cc1,i,i
CCCC1NC(=S)NC(C)=C1C(C)=O (centres undefined),i,i
CCOc1ccccc1NC(=O)CSc1c(C)n[nH]c1C,i,i
O=S(=O)(c1ccccc1)c1cnn(-c2ccccc2)c1-c1ccc(F)cc1,i,i
C=CCn1c(SC(C)C(=O)NC2CC2)nnc1-c1ccoc1C (centres undefined),i,i
Cc1nc([N+](=O)[O-])c(Br)n1Cc1ccccc1,-10*,i
Cc1cc(C)c(NC(=O)CN2C(=O)NC3(CCCCC3)C2=O)c(C)c1,i,i

# Full records from above. Screens in order: CHT inh	CHT allo act
# Shown for COc1ccccc1C(=O)NNC(=O)C(=O)Nc1ccc(C)cc1 → i	i
# Shown for C=CCn1c(SC(C)C(=O)NC2CC2)nnc1-c1ccoc1C (centres undefined) → i	i
# Shown for CCN(CC(=O)Nc1ccc2c(c1)OCCO2)c1ccc(S(=O)(=O)N2CCOCC2)cn1 → i	i

# More structures follow.
SMILES,CHT inh,CHT allo act
O=C(NCCCn1ccnc1)c1ccc(NS(=O)(=O)c2cccc([N+](=O)[O-])c2)cc1,i,i
Cc1cc(C)nc(SCC(=O)N2CCC(C(N)=O)CC2)n1,i,i
CC(=O)n1cc([C@H]2C=C(C(=O)N3CCN(Cc4ccccc4)CC3)O[C@@H](OCc3ccc(CO)cc3)C2)c2ccccc21,i,i
COc1ccc(NC(=O)/C(C#N)=C/c2ccc(-c3ccc(Cl)c(C(=O)O)c3)o2)cc1,i,i
